DRD3 antagonist: blocks the human D3 dopamine receptor; P35462; max response, negative = inhibition, %; 2.5% of 360,000 active; D3R cells, DiscoveRx beta-arrestin luminescence, antagonist mode; stronger effect = lower value; in the data active means max response below about -50%; inconclusive means no clear call, values can overlap the other calls; further: on the % scale 0 is the no-effect control and ±100 the full control effect; mostly tested at two doses, the higher about 12 µM
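Cells plated overnight at 1500 cells/well, then exposed to library compounds with dopamine controls for 90 minutes at 37 degrees C. DiscoveRx reagent added for 30–60 minutes at room temperature; luminescence read, quantitative HTS format.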
HEK293 tox: cytotoxicity counter-screen for GLP-1 receptor inverse agonists | 0.13% of 410,000 active | Potency, µM (top dose mostly 38.3 µM), for inactives: at the highest dose activity change, negative = inhibition, hits mostly inhibitors | HEK293 cAMP-luciferase reporter cells, luminescence, 24 h;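 further: loss of luciferase light is scored as toxicity; potency means the concentration at half of the fitted maximal effect; on the % scale 0 is the no-effect control and ±100 the full control effect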
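A 23 nL compound transfer followed 12 hours of cell culture at 37 deg C; exposure then lasted 24 hr. Luciferase assay detection reagent was dispensed and plates read for luminescence after a 12 min room-temperature wait.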
GLP-1R agonist: agonists of human GLP-1 receptor. P43220. HEK293 GLP-1R CRE-luciferase, luminescence, 4-6 h; cells express a hypersensitive GLP-1R form. Potency, µM (highest dose often 45.6 µM), inactives show top-dose activation, most hits filed as activators. 0.007% of 380,000 active. AID 624172; further: potency means the concentration at half of the fitted maximal effect; % of control where 0% means no effect
PI5P4K alpha inh: blocks human PI5P4K alpha kinase activity; P48426; PI5P4Kalpha enzyme, ADP-Glo luminescence, 60 min; stronger effect = lower value; max response, %; 1.2% of 330,000 active; AID 652105; active means max response of -50% or lower; inconclusive means between -30% and -50%; inactive means -30% or higher; further: value at the top dose of about 77 µM; on the % scale 0 is the no-effect control and ±100 the full control effect
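Reactions run in 0.038 M HEPES pH 7.4, 0.28 mM EGTA, 0.1% CHAPS and 5% DMSO, with PI5P4Kalpha, substrate, compound and 5 microM ATP final, one hour at room temperature. Readout is ADP-Glo luminescence.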
GLP1R inv ag: inverse agonists of human GLP-1 receptor. AID 624417. P43220. HEK293 GLP-1R CRE-luciferase, luminescence, 24 h; GLP-1R form is constitutively active. Potency, µM (titrated, usually from 38.3 µM), without a hit: top-dose activity change, negative = inhibition, actives largely listed as inhibitors. 1.6% of 410,000 active; further: potency means the concentration at half of the fitted maximal effect; on the % scale 0 is the no-effect control and ±100 the full control effect; nearly all actives have a fitted effect of over 55% in size
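Inverse agonists were sought by their lowering of basal cAMP reporter luciferase output in HEK293 cells stably carrying constitutively active human GLP-1R, after 24 h compound treatment.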
IL-2 act: activators of IL-2; 0.065% of 360,000 active; activation, % (series mostly up to about 46 µM); IL-2 activation reporter assay, cell-based qHTS; stimulated with anti-CD3/CD4/CD28 beads; in transgenic mouse T cells; in the data active means activation above about 50%; inconclusive means mostly about 30% to 49%; further: 0% is about no effect
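EGFP and DsRed fluorescence is measured by plate cytometry in unstimulated transgenic mouse T cells exposed to compound for 60 minutes, then stimulated 18 hours at 37 degrees C with anti-CD3/anti-CD4 beads plus anti-CD28.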
D3 ag: D3 dopamine receptor (human) agonism. P35462. D3R DiscoveRx beta-arrestin cells, luminescence, 90 min. max activation, %. 0.58% of 410,000 active. AID 652048; in the data active means max activation above about 30%; further: 0% is about no effect; mostly tested at two doses, the higher about 12 µM
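Agonist-mode cell screen: cells plated at 1500/well and incubated overnight at 37 °C, then exposed to library compounds for 90 min at 37 °C. Detection reagent was added for 30–60 min at room temperature, and luminescence was read.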
WRN helicase inh: inhibitors of human WRN helicase; Q14191; WRN helicase unwinding, fluorescent forked duplex, kinetic; Potency, µM (titrated, usually from 114 µM), without a hit: top-dose activity change, negative = inhibition, usual class: inhibitors; 0.46% of 360,000 active; AID 651768; further: potency means the concentration at half of the fitted maximal effect; on the % scale 0 is the no-effect control and ±100 the full control effect; nearly all actives have a fitted effect of over 55% in size
Target sequence (Q14191 whole entry, looked up): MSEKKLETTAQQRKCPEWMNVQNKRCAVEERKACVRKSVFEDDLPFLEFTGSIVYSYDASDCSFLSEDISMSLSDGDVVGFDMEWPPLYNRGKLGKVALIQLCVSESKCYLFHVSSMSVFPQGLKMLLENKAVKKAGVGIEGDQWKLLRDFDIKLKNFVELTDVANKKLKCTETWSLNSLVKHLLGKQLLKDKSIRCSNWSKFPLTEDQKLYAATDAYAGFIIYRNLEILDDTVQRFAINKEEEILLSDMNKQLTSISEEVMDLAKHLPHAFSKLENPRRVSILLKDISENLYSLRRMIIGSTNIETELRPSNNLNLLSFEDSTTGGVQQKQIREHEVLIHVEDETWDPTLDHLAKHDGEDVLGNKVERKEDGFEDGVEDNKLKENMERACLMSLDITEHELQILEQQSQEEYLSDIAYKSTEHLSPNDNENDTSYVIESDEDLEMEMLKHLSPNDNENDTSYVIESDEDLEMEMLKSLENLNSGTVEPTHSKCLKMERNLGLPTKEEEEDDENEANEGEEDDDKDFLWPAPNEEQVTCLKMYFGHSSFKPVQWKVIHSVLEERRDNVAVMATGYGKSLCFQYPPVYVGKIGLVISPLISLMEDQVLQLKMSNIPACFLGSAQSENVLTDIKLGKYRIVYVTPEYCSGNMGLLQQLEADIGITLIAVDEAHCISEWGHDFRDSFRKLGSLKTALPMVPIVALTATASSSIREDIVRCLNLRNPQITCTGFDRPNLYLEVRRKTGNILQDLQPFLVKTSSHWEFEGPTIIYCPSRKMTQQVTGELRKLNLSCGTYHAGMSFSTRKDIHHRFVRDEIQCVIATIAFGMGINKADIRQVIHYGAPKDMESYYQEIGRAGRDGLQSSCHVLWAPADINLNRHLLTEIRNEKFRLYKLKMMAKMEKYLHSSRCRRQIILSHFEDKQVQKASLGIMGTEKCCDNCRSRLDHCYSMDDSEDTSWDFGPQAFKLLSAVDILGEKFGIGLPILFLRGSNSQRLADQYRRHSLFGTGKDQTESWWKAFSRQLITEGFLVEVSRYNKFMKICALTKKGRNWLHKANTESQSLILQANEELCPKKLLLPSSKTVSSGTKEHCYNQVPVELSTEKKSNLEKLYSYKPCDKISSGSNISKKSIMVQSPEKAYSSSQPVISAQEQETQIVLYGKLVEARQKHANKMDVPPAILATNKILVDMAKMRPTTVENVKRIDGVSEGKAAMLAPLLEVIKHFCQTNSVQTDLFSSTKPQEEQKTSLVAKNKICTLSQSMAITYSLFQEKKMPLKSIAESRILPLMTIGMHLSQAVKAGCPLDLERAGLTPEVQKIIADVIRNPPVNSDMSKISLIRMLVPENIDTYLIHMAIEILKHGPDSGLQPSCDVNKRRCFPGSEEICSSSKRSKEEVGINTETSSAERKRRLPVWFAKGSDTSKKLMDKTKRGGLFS
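Screening of the MLSMR collection measured strand separation of a quenched forked DNA duplex (100 nM) by 20 nM WRN with 2 mM ATP, all final. Compounds were preincubated with enzyme 15 min at room temperature.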
PLK1 PBD block: blocks phosphopeptide binding to human PLK1 polo-box domain | P53350 | Plk1 PBD binding of FITC phosphopeptide, fluorescence polarization | Potency, µM, without a hit: max response, negative = inhibition, hits mostly inhibitors | 2.8% of 360,000 active; further: potency means the concentration at half of the fitted maximal effect; series mostly up to about 57 µM; on the % scale 0 is the no-effect control and ±100 the full control effect; nearly all actives have a fitted effect of over 65% in size
Active calls of the source: *; ? = inconclusive; · = not tested or not shown; & = joins results of further samples; [ ] = dose if it differs, or a comment. Unless noted, the call rests on the fitted dose curve; in most records, active means well fitted curve in the direction sought with a large enough effect; inconclusive means small, poorly fitted or top-dose-only effect, or another doubt; inactive means no such curve, though single readings can be large; an effect the other way counts as inactive or inconclusive.

SMILES	DRD3 antagonist	HEK293 tox	GLP-1R agonist	PI5P4K alpha inh	GLP1R inv ag	IL-2 act	D3 ag	WRN helicase inh	PLK1 PBD block
CC(O)[C@H]1CNCCN1CCc1cccc(F)c1 (stereo not given in full)	-2.3	-0.3%	-1.9%	8.2	13.7%	1.1	7.9	-5.5%	0.9%
Cc1ccc(/C=C(\NC(=O)c2ccc(C)cc2)c2nc(=S)[nH][nH]2)cc1	9.2	?	2.8%	6.4	?	-0.4	-9.4	-8.1%	-8.1%
CCc1nc(N2CCN(C(C)=O)CC2)c(C#N)c2c1COC(C)(C)C2	-29.8	6.0%	11.2%	-3.6	22.6%	-0.6	3.3	3.2%	-6.7%
CCC(CC)C(=O)c1c[nH]c(C(=O)NCC2CCCO2)c1 (stereo not given)	10.2	8.8%	17.2%	5.2	3.9%	-0.2	-2.4	-1.3%	-2.8%
CCCn1c(N)c(NCCN2CCOCC2)c(=O)[nH]c1=O	-3.3	-7.8%	4.3%	-12.5	7.2%	0.1	4.1	5.3%	-21.4%
Cn1nnc(NC(=S)NC(=O)c2cc3ccccc3o2)n1	-2.1	-28.6%	-2.2%	-16.0	-6.8%	-0.1	-16.7	2.0%	?
Cc1ccc(S(=O)(=O)Nc2nnc(C3CCCCC3)s2)cc1	-1.6	-3.4%	0.4%	-1.1	-13.9%	-0.2	1.3	-0.1%	-20.9%
O=C(COC(=O)CSc1ccc(F)cc1)NCCCc1ccccc1	11.5	-0.6%	4.2%	0.1	34.8%[activator]	-2.2	4.2	-2.4%	-27.9%
Nc1ncnc2c1ncn2[C@@H]1O[C@H](CNC(=O)[C@@H](N)C2CCCCC2)[C@@H](O)[C@H]1O	4.0	-1.0%	11.4%	-0.9	9.9%	0.4	21.9	7.9%	-3.4%
CCC1CCCCN1S(=O)(=O)c1c(C)n(C)c(=O)n(C)c1=O (stereo not given)	0.6	20.7%	-3.3%	-10.3	0.4%	-2.1	-2.7	-5.4%	-8.3%
CCCCNC(=O)c1onc(CSc2cccc(Cl)c2)c1C(=O)O	26.7	10.7%	-5.2%	?	?	-0.5	4.0	-5.3%	-17.7%
O=C(NCc1ccccc1)c1cc(C2CCCCN2C(=O)CCCc2ccccc2)on1 (stereo not given)	2.7	-13.4%	8.2%	4.9	?	1.8	-7.9	-7.4%	-4.6%
O=C(Cc1cnc2ncnn2c1)N1CCc2c([nH]c3ccccc23)C1c1ccccc1F (stereo not given)	3.6	-3.4%	9.8%	5.2	-25.2%	0.5	11.3	-1.1%	1.1%
CCCNC(=S)N(Cc1ccccc1)Cc1nc2ccccc2c(=O)[nH]1	3.6	-29.1%	0.8%	-1.6	?	-3.6	4.6	-9.8%	-4.9%
O=C(Nc1ncccc1O)c1ccc(S(=O)(=O)N2CCCCCC2)cc1	-29.8	24.5%	-9.3%	3.9	24.2%	-3.7	-11.6	-7.5%	-9.5%
COc1ccccc1C(=O)Nc1cc(-c2ccc(C)cc2)no1	2.5	10.1%&17.1%	3.7%	32.9	?	2.1	-3.3&-6.3	-0.9%	-0.4%
Cc1ccc(S(=O)(=O)Cn2nnnc2CN(Cc2ccco2)CC2CCCO2)cc1 (stereo not given)	4.6	4.8%	1.1%	-4.2	12.8%	0.7	2.2	13.4%	1.0%
Fc1cccc(Nc2ncnc3sc4c(c23)CCC4)c1	12.6	-12.0%	0.8%	3.2	9.7%	0.7	2.3	-1.0%	3.3%
CCN(CC)S(=O)(=O)c1cccc(C(=O)N[C@H](C(=O)OCC(=O)NC(=O)NC)C(C)C)c1	-4.3	-14.7%	3.1%	0.9	-9.4%	0.8	-4.4	0.2%[57.1 µM]	-5.1%
NC(=O)COc1ccccc1C1=NO[C@@](CC(=O)O)(C(=O)Nc2ccc3c(c2)OCCO3)C1	-2.1	12.4%	-2.6%	5.6	1.7%	0.5	-1.6	-10.1%	-7.2%
CCOC(=O)c1sc(NC(=O)c2ccc(S(=O)(=O)N3CCCCCC3)cc2)nc1-c1ccccc1	9.1	-3.0%	-0.1%	-1.0	-18.7%	2.4	3.9	-13.1%	0.0%
CC(=O)Nc1ccc(C(=O)NNC(=O)CCCCC(=O)NNC(=O)c2ccc(NC(C)=O)cc2)cc1	-12.1	1.6%	-0.2%	-8.5	0.2%	0.1	-4.8	4.3%	-7.5%
O=C(CN1C(=O)NC2(CCCC2)C1=O)NCCC1=CCCCC1	5.5	-12.4%	12.8%	3.9	-1.2%	0.6	1.7	-0.4%	-9.6%
COc1cc(C2CC(=O)c3cnc(NC(C)=O)nc3C2)cc(OC)c1OC (stereo not given)	3.2	15.8%	4.3%	-7.4	30.8%	-0.6	3.3	7.9%	-5.7%
O=C(CCc1ccccc1)Nc1nnc(-c2ccc3c(c2)OCCO3)o1	16.0	-4.8%[7.66 µM]	-2.3%	-8.5	-0.7%[7.66 µM]	-0.2	-3.0	-10.1%	-8.0%
COC(=O)c1ccccc1NC(=S)NC(=O)c1ccccc1F	-19.6	14.6%	1.6%	-1.5	10.2%	-0.3	-2.3	-2.4%	?
COc1cc2c(cc1OC)C(C(N)=O)NCC2 (stereo not given)	5.1	-8.6%	-1.3%	6.8	17.6%	-0.1	4.9	-1.4%	-2.3%
COC(=O)Nc1cccn(Cc2c(Cl)cccc2Cl)c1=O	19.9	0.4%	1.1%	-0.1	6.2%	-0.6	-4.4	-4.4%	-12.4%
COc1ccc(C(c2nnnn2Cc2cccs2)N2CCN(c3ccc(F)cc3)CC2)cc1OC (stereo not given)	7.8	-8.1%	-3.1%	-12.8	?	0.2	1.7	0.6%	21.2µM*
Cc1ccccc1CN1C(=O)CN(S(C)(=O)=O)CC1(C)C(=O)NC(C)C (stereo not given)	6.9	-4.3%	·	0.3	10.2%	-0.2	-2.0	3.1%	-8.3%

Ordered by SMILES length (largest number first): 4 of the compounds above
SMILES	DRD3 antagonist	HEK293 tox	GLP-1R agonist	PI5P4K alpha inh	GLP1R inv ag	IL-2 act	D3 ag	WRN helicase inh	PLK1 PBD block
O=C(CN1C(=O)NC2(CCCC2)C1=O)NCCC1=CCCCC1	5.5	-12.4%	12.8%	3.9	-1.2%	0.6	1.7	-0.4%	-9.6%
COc1ccccc1C(=O)Nc1cc(-c2ccc(C)cc2)no1	2.5	10.1%&17.1%	3.7%	32.9	?	2.1	-3.3&-6.3	-0.9%	-0.4%
COC(=O)Nc1cccn(Cc2c(Cl)cccc2Cl)c1=O	19.9	0.4%	1.1%	-0.1	6.2%	-0.6	-4.4	-4.4%	-12.4%
COc1cc2c(cc1OC)C(C(N)=O)NCC2 (stereo not given)	5.1	-8.6%	-1.3%	6.8	17.6%	-0.1	4.9	-1.4%	-2.3%

(further entries)
SMILES	DRD3 antagonist	HEK293 tox	GLP-1R agonist	PI5P4K alpha inh	GLP1R inv ag	IL-2 act	D3 ag	WRN helicase inh	PLK1 PBD block
N#C/C(=C\c1cccc(Oc2ccc(C(F)(F)F)cc2[N+](=O)[O-])c1)c1nc2ccccc2[nH]1	-14.5	2.1%	-23.5%	-13.9	-12.7%	0.9	-1.8	-12.8%	-0.6%
O=C(NC1CCCc2ccccc21)c1cc(Cl)ccn1 (stereo not given)	-8.2	15.7%	9.7%	-3.6	?	-0.1	-8.3	6.6%[57.1 µM]	-12.4%
CCCC(C)NC(=O)COC(=O)c1cccc(NS(C)(=O)=O)c1 (stereo not given)	-3.5	-7.6%	-5.0%	-3.3	8.7%	-3.3	0.9	3.0%	29.9µM*
CC(Nc1nc(-c2ccc(F)cc2)cs1)c1nc2cc(C(F)(F)F)ccc2n1CCCO (stereo not given)	24.3	-8.5%	-1.0%	-1.8	7.94µM*	-5.1	5.4	-2.6%	-9.7%
Cc1ccsc1C(=O)N1CCC1(C)C(=O)NS(=O)(=O)c1cccc(F)c1 (stereo not given)	-9.4	0.5%	-4.0%	2.7	-8.9%	2.2	-1.2	6.4%	-7.2%
COCCCn1c(=O)c2ccccc2n(CC(=O)NC2CCCCC2)c1=O	0.1	6.1%	-2.9%	1.4	3.8%	-3.8	19.5	-1.6%	5.2%
COc1ccc(Nc2nnc(SC(C(=O)Nc3cc(C)ccc3C)c3ccccc3)s2)cc1 (stereo not given)	10.3	-5.3%	?	-4.4	-11.3%	-2.4	-1.5	-6.4%[57.1 µM]	-9.8%
CC(C)Nc1nc(NC(C)C)nc(C(N)=O)n1	-5.1	-0.1%	-6.8%	·	-0.4%	-1.2	0.7	9.7%	-3.5%
C#CCOCCOCCOCCNc1nc(N2CCN(C(=O)Cn3cc(CCO)nn3)CC2)nc(N2CCN(C(=O)Cn3cc(CC(C)O)nn3)CC2)n1 (stereo not given)	6.0	1.0%	-1.6%	0.0	9.8%	-2.9	9.7	7.8%	-0.2%
COc1cc2[nH]c(=O)n(CCC(=O)NC3CCN(Cc4ccccc4)CC3)c(=O)c2cc1OC	-7.2	-11.6%	2.1%	·	-8.7%	-2.3	-8.9	1.1%	-5.6%
CCN(CC)S(=O)(=O)c1ccc(N=Nc2c(N)[nH]c(=O)[nH]c2=O)cc1	0.0	-1.0%	14.0%	-67.2*	33.8%	-1.4	-17.1	-12.3%	-7.8%
CSCCC(NC(=O)c1ccc(Cl)cc1)C(=O)OCC(=O)N1CCCC1=O (stereo not given)	25.3	-1.7%	-10.0%	4.8	0.0%	-0.4	1.2	-10.2%	-10.0%
C=CCC(NC(C)c1ccccc1)c1ccco1 (stereo not given)	?	6.6%	7.7%	·	-9.3%	6.2	-4.8	-5.7%	-11.7%
COc1cc2c(cc1OC)CN(C1CCCN(Cc3cc(Cl)ccc3O)C1)CC2 (stereo not given)	-14.8	1.0%	-2.8%	-1.5	-8.9%	1.0	-11.2	-1.0%	-9.9%
CN(Cc1ccc(Cl)cc1)C(=O)c1ccccc1SCC(=O)N1CCCC1	-18.3	8.8%	-6.0%	3.3	-25.8%	0.3	2.4	-26.5%	-19.5%
COCCCn1c(=O)cc(C)[nH]c1=S	13.2	-13.6%	5.8%	3.7	14.7%	-1.0	-8.4	-7.0%	0.1%
Nn1c(Cc2cccc3ccccc23)nnc1SCn1nnc2ccccc2c1=O	-12.2	10.2%	-5.0%	-6.9	?	0.9	-10.1	-0.6%	-28.4%
CCCS(=O)(=O)N1CCC(C(=O)NCCN2CCCC2)CC1	0.2	74.9%[activator]	-2.2%	6.9	5.8%	-0.2	-5.3	1.3%	-12.2%

Compounds were not picked by outcome; overall some 7.8% were active at least once.
